Bioassay records: PubChem, several laboratories
pPAFAH inh = inhibitors of human plasma PAF acetylhydrolase (pPAFAH) | inhibition, % at 3.39 µM | 330,000 compounds, 1.5% hits | Q13093 | AID 463082 | recombinant pPAFAH, FP-rhodamine probe fluorescence polarization;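 active means inhibition above the mean inhibition across the screen plus 3 SD, cut at about 25% in these data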;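 further: inhibitors block binding of the rhodamine activity-based probe so polarization drops; 0% = enzyme with DMSO and 100% = wells lacking pPAFAH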
PAFAH1B2 inh = inhibitors of human PAFAH1B2 | P68402 | recombinant PAFAH1B2, FP-rhodamine activity probe, fluorescence polarization | inhibition, % at 3.39 µM | 340,000 compounds, 1.2% hits | AID 492953;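 active means inhibition above the mean of all tested compounds plus 3 SD, cut at about 24% in these data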;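 further: 0% = enzyme with DMSO and 100% = wells lacking PAFAH1B2; many of its hits are not listed in these tables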
Target sequence (P68402 whole entry, looked up): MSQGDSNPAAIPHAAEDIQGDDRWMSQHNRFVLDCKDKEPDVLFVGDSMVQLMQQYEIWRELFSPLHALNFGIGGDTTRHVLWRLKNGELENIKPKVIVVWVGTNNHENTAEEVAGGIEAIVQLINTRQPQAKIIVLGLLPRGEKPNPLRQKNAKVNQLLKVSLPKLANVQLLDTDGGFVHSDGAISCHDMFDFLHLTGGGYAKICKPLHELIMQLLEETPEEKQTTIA
MEX-5 binding = C. elegans MEX-5 TCR-2 RNA binding activity; Q9XUB2; MEX-5/FITC-TCR2 RNA binding, fluorescence polarization; hits give low values; activity score (negative = inhibition of binding), % at 10 µM; 300,000 compounds, 0.38% hits;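 active means inhibition past about -25% in most replicates, and total fluorescence under double the plate's negative control median, limit read from the data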;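 further: 0% = DMSO and -100% = 5 µM competing unlabeled TCR2 RNA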
PME-1 primary = PME-1 (human) inhibition; 320,000 compounds, 0.53% hits; Q9Y570; inhibition, % at 5.9 µM; recombinant PME-1, FP-Rh probe fluorescence polarization;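 active means inhibition above the campaign mean of all compounds plus 3 SD, cut at about 26% in these data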;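 further: competitive labeling of PME-1 active site by serine hydrolase directed probe; 0% = PME-1 with DMSO and 100% = wells lacking PME-1 enzyme; inhibitors block probe labeling so polarization falls and inhibition rises; many of its hits are not listed in these tables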
Target sequence (Q9Y570 whole entry, looked up): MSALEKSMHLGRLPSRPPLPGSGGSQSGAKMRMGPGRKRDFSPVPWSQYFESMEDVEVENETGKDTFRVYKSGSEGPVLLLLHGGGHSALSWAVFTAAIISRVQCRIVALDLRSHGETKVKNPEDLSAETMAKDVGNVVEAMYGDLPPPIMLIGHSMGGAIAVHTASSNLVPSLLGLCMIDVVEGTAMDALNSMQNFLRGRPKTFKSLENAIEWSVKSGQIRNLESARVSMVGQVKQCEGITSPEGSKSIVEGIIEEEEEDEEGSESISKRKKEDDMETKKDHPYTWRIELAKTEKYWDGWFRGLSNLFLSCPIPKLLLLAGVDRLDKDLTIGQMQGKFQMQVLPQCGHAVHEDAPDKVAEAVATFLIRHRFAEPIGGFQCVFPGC
GLD-1 RNA inh = GLD-1-TGE RNA interaction inhibition (C. elegans). Q17339. purified GLD-1 + fluorescein TGE RNA, fluorescence polarization. inhibition, % at 5.96 µM. 320,000 compounds, 0.44% hits;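 active means percent inhibition above a per-plate cutoff, the plate mean of test compounds plus 3 SD, cut at about 30% in these data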;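 further: 0% = DMSO wells with GLD-1 and probe and 100% = wells lacking GLD-1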
Target sequence (Q17339 whole entry, looked up): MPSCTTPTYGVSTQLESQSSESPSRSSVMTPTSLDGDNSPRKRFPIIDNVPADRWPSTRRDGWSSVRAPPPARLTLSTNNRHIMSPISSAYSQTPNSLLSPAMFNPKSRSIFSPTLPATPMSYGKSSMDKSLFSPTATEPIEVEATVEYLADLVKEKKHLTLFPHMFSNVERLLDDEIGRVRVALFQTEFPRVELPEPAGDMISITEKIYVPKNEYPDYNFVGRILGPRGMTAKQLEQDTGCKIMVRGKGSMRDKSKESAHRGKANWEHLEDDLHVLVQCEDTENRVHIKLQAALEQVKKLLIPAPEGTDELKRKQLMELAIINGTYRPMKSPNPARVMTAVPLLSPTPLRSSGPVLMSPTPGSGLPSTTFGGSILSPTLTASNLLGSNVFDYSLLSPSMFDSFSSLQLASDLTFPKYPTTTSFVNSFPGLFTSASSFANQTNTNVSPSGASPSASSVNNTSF
AHR activator = human AHR activation; AHR-responsive luciferase reporter cells, luminescence; activation, % at 5 µM; 320,000 compounds, 2.5% hits; AID 2796; in the data active means activation above about 47%;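 further: 0% = vehicle wells and 100% = reference agonist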
MCL1 BIM primary = MCL1-BIM-BH3 interaction inhibition (human); Q07820; GST-MCL1 / FITC-Bim-BH3 fluorescence polarization; inhibition, % at 10.9 µM; 320,000 compounds, 0.68% hits; AID 2057;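 active means inhibition above the mean inhibition of all tested compounds plus 3 SD, set per campaign, cut at about 40% in these data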;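 further: 0% = DMSO wells and 100% = unlabeled Bim-BH3 peptide control; higher means more loss of mP so more displacement of Bim peptide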
Fam108B inh = blocks mouse Fam108B hydrolase in RBBP9 counter-screen | recombinant Fam108B, FP-Rh probe fluorescence polarization | inhibition, % at 9.51 µM | 300,000 compounds, 0.33% hits | AID 1947;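 active means inhibition above the screen mean inhibition plus 3 SD, computed separately per campaign, cut at about 18% in these data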;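 further: inhibitors lower polarization as less probe binds the enzyme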
BCLXL inh = blocks human Bcl-xL binding to Bim BH3 peptide; Q07817; GST-Bcl-xL / FITC-Bim BH3 peptide fluorescence polarization; inhibition, % at 10.9 µM; 320,000 compounds, 0.7% hits; AID 2129;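 active means inhibition above the mean of all tested compounds plus 3 SD, cutoff set per campaign, cut at about 30% in these data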;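 further: 0% = DMSO wells and 100% = unlabeled Bim-BH3 peptide competitor; inhibitors lower millipolarization by displacing the labeled peptide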
The depositor's hits bear a star; · = no result given. Some of the compounds tested (hit frequency here may not be typical).

SMILES	pPAFAH inh	PAFAH1B2 inh	MEX-5 binding	PME-1 primary	GLD-1 RNA inh	AHR activator	MCL1 BIM primary	Fam108B inh	BCLXL inh
CCOC(=O)c1[nH]c(C)c(C(=O)OCC(=O)N(C)C2CCS(=O)(=O)C2)c1C (stereo unspecified)	0.9	1.4	1.3	3.8	4.8	0.6	3.9	4.4	4.0
CC(OC(=O)CCN1C(=O)C2CC=CCC2C1=O)C(=O)c1ccc(F)cc1 (stereo unspecified)	-6.5	5.8	·	16.1	-0.7	-0.5	-4.0	·	-0.1
CCOc1ccc(NC(=O)c2ccccc2CO)cc1	-0.6	1.9	0.7	-3.1	1.6	2.3	-3.7	-2.2	-1.9
C/C=C/C=C/C(=O)Nc1cccc(C2=NOC3(C2)C[C@H](C(N)=O)N(C(=O)CC(c2ccccc2)c2ccccc2)C3)c1 (stereo partly specified)	8.1	·	3.4	-31.1	4.3	1.2	1.0	-21.9	8.6
Cc1cc(/C=C(/C#N)C(=O)Nc2ccccc2)c(C)n1-c1cccnc1	9.5	0.3	-13.0	4.4	7.4	32.4	0.3	1.6	9.5
Cc1ccc(C(=O)Nc2ccc(Nc3ccccc3)cc2)c(Cl)c1	5.8	1.0	1.1	8.0	0.7	-8.7	16.6	-2.6	5.2
CCc1noc(C)c1C(=O)Nc1cc(C(F)(F)F)ccc1-n1cncn1	1.9	6.6	-0.8	1.1	4.3	6.2	-1.3	0.8	4.0
Cc1ccc(N2C(=O)C3ON(c4ccccc4)C(CC(C)C)C3C2=O)cc1 (stereo unspecified)	9.1	6.0	1.2	-2.0	2.9	-2.6	2.2	2.9	8.0
CCOC(=O)[C@H]1[C@H]2COc3ccc(Br)cc3[C@@H]2N2C(=O)[C@H](C)NC(=O)[C@@]12C	1.0	8.1	·	·	4.0	2.4	·	·	·
CCOC(=O)c1c(COC(=O)c2ccco2)nc2ccccc2[n+]1[O-]	1.9	0.7	-1.0	-1.4	-0.2	7.0	14.0	-5.8	6.0
CCn1c(=O)c2ccccc2n(Cc2cccc([N+](=O)[O-])c2)c1=O	4.3	2.2	1.1	-0.7	3.0	0.1	-1.4	-1.2	3.4
O=C1C=C(Nc2ccccc2O)c2ccccc2C1=O	19.3	-8.9	0.0	1.9	99.5*	71.5*	100.4*	6.0	83.0*
N#CCSc1nc(-c2ccccc2)nc2ccccc12	2.0	4.3	-0.5	-0.1	2.4	37.1	-2.0	-1.7	5.8
O=C(CCc1nnc(CCc2ccccc2)o1)NC(c1cccnc1)C(F)(F)F (stereo unspecified)	6.8	-1.4	-1.4	4.3	-0.3	3.3	-3.2	-2.1	1.3
CN(C)CCNc1c2c(nc3nnnn13)CCCC2	-1.8	-1.9	-0.2	1.2	11.9	-1.1	0.7	-6.5	0.3
CN(CC(=O)Nc1ccccc1)CC(=O)Nc1ccc(F)cc1	-1.1	3.4	-0.9	-1.5	-1.2	2.5	1.1	-4.0	1.5
NC(=O)C1CCN(C(=O)CNC(=O)c2ccc(Br)o2)CC1	-2.0	-1.3	0.7	-0.9	-2.6	-1.9	0.1	5.6	5.4
CC(C)(C)SCCNC(=O)CN(c1ccccc1)S(=O)(=O)c1ccc(F)cc1	-0.6	4.4	-0.6	-11.8	-9.3	2.4	1.6	4.8	2.5
CC1CCc2c(sc(NC(=O)c3ccc(-c4ccccc4[N+](=O)[O-])o3)c2C#N)C1 (stereo unspecified)	5.6	2.5	-0.4	17.4	-6.0	15.7	2.8	4.7	1.5
CC(=O)Nc1ccc(NC(=O)CCSCCc2ccccn2)cc1	-0.9	5.5	-1.2	-1.0	4.9	0.7	3.1	-1.8	1.4
O=C(CC1c2ccccc2Oc2ccccc21)N1CCN(c2ccccn2)CC1	7.8	3.7	-0.9	4.1	-3.8	-1.3	-0.6	6.2	0.9
CCCCC(=O)OCc1nc(N)nc(Nc2ccccc2C)n1	-3.1	2.7	1.0	-10.4	-0.3	3.8	-4.3	-3.8	-6.5
O=C(NC1CCCCC1)C(c1ccc(F)cc1)N(C(=O)c1csnn1)C1CCCC1 (stereo unspecified)	4.4	-0.6	1.1	-1.3	-0.4	-1.4	8.7	0.4	8.1
CCN(CC)CCCNC(=O)c1cc2nc3c(c(C(F)(F)F)n2n1)CCc1ccccc1-3	2.2	1.8	1.2	6.5	-7.4	-2.2	-7.5	0.1	-2.4
O=C(NCC1CCCO1)c1ccccc1-c1nc(-c2ccc(F)cc2)no1 (stereo unspecified)	-0.3	4.0	0.4	-1.0	-9.2	30.8	-5.7	-4.8	4.6
SMILES	pPAFAH inh	PAFAH1B2 inh	MEX-5 binding	PME-1 primary	GLD-1 RNA inh	AHR activator	MCL1 BIM primary	Fam108B inh	BCLXL inh
COc1ccc(C(=O)/C=C/c2ccc(OC3CSC3)cc2)cc1OC	-4.8	0.3	-0.7	-13.2	4.4	2.7	1.8	-12.6	5.6
CCC1=NN2C(=N)/C(=C/c3ccc(OS(=O)(=O)c4ccccc4)cc3)C(=O)N=C2S1	14.8	14.7	-1.7	-12.0	-8.7	4.9	-7.4	-20.9	4.5
COc1ccc(C(NC(=O)C2C3C=CC(C3)C2C(=O)O)c2ccccc2)cc1 (stereo unspecified)	-0.4	2.3	0.9	-2.8	2.0	1.1	0.6	-2.1	5.0
NC(=O)CSc1nc2ccc([N+](=O)[O-])cc2[nH]1	0.3	3.1	-1.9	-4.7	-2.7	7.5	-14.6	2.3	-12.2
Cc1ccc(S(=O)(=O)N2CCCCC2)cc1NC(=O)CCc1nc2ccccc2c(=O)[nH]1	11.6	-2.3	-3.8	8.3	11.4	3.6	15.5	2.6	21.9
Cc1ccccc1-c1nn(-c2ccc(F)cc2F)cc1CNC1CC1	2.9	·	2.9	-1.1	3.0	7.1	6.0	1.0	3.9
CCCS(=O)(=O)c1cn2cccc(N)c2c1S(=O)(=O)CCC	17.2	6.2	-0.2	0.5	85.9*	6.9	101.9*	4.6	98.3*
Cc1nc2ccc(NC(=O)CSc3nnc(C)s3)cc2[nH]1	6.6	4.9	-1.7	0.1	-0.9	21.5	-5.2	3.4	-2.2
COc1ccc(NC(=O)N2CCC(c3nc4ccccc4[nH]3)CC2)cc1	2.2	4.9	-0.8	-2.4	-0.5	-1.0	-1.0	-2.0	2.8
Cc1cccc(Sc2ccc([N+](=O)[O-])cc2[N+](=O)[O-])n1	-2.6	0.6	0.4	-2.1	3.7	1.0	3.7	-1.3	1.7
O=C(NCCc1c[nH]c2ccc(Cl)cc12)c1cccnc1	2.4	0.6	-1.1	-3.7	-1.0	6.3	5.0	5.5	3.1
CC1(CCl)N([O-])C2=C(CCCC2)[N+]1=O (stereo unspecified)	6.7	4.8	-36.5*	0.7	3.2	2.9	1.1	0.4	7.0
Cn1c(=O)c2[nH]c(N3CCOCC3)nc2n(-c2ccccc2)c1=O	-0.6	1.3	1.2	0.9	0.6	-2.7	3.2	2.8	5.9
COc1ccccc1OCc1nnc(SCC(=O)c2cc(Cl)ccc2OC)o1	2.9	10.4	0.9	-4.9	12.4	28.7	-1.9	-9.4	-2.7
CCCCc1ccc(CC2S/C(=C(\C#N)C(=O)N3CCOCC3)N(c3ccccc3)C2=O)cc1 (stereo unspecified)	4.1	10.0	0.3	1.8	-23.1	0.9	-40.7	3.0	-19.4
O=C(CCNC(=O)c1ccc(Cl)cc1)Nc1ccccc1N1CCCCC1	7.5	3.4	1.5	-4.2	3.9	5.3	-10.2	0.8	-11.2
Cc1cc(C(C2C(=O)CC(C)(C)CC2=O)C2C(=O)CC(C)(C)CC2=O)cc(C)c1OC(F)F	2.3	1.9	-0.7	4.5	4.0	0.5	12.1	-2.9	7.4
CCC(=O)Nc1ccc(Nc2ccccc2)cc1	4.5	5.8	-1.6	-3.0	2.0	2.2	2.1	-3.0	-1.8
CCCCCC1CC(CC(=O)NC(=S)Nc2ccccc2Cl)C(=O)O1 (stereo unspecified)	-2.6	-4.7	-0.7	-8.6	3.9	6.2	1.5	-9.6	8.1
CN(C(=O)COC(=O)CSc1ccc([N+](=O)[O-])cc1)C1CCS(=O)(=O)C1 (stereo unspecified)	7.8	3.0	1.9	3.0	4.9	1.5	4.7	3.5	1.9
CCOC(=O)C1CCCN(CC(O)COc2cccc(C)c2)C1 (stereo unspecified)	0.6	-7.7	-0.2	-7.1	2.1	0.8	2.2	0.6	2.2
CCOc1ccc(C(=O)NCCO)cc1	-0.1	0.5	1.0	-5.7	11.4	-0.4	-1.0	1.5	3.4
C[C@H](CO)N1C[C@H](C)[C@@H](CN(C)C(=O)NC2CCCCC2)Oc2c(cccc2N(C)C)C1=O	5.7	-3.1	·	·	1.3	-1.5	·	·	·
C#Cc1ccc([C@@H]2C=C(C(=O)Nc3ccccc3)O[C@H](OCC)[C@H]2CCCO)cc1	-0.8	-1.4	-1.0	3.1	-3.2	15.4	-2.5	0.6	-1.3
Cc1nccn1CCc1nc(N)nc(N)n1	0.0	0.7	2.8	2.3	2.3	1.0	-4.6	0.7	-4.0
SMILES	pPAFAH inh	PAFAH1B2 inh	MEX-5 binding	PME-1 primary	GLD-1 RNA inh	AHR activator	MCL1 BIM primary	Fam108B inh	BCLXL inh
COc1cc(/C=N/NS(=O)(=O)c2ccc(C)c([N+](=O)[O-])c2)cc([N+](=O)[O-])c1O	3.8	4.6	-8.1	2.3	-4.8	1.4	5.0	-6.1	5.3
COCCN(C(=O)CCc1nnc(CCc2c[nH]c3ccccc23)o1)C(C)C	4.2	3.1	-0.7	-4.2	2.0	0.9	2.7	3.5	6.8
Cc1cccc(Nc2nc(NCc3ccco3)nc(N)c2[N+](=O)[O-])c1	4.9	1.0	2.2	-1.4	0.1	2.5	-11.0	-1.8	-3.9
Cc1cccc(CCNC(=O)Cn2ncc3c([nH]c4ccc(C)cc43)c2=O)c1	-1.8	1.0	0.6	1.8	-0.3	3.1	-1.4	-4.8	4.7
Cc1ccc(C(=O)NCCNC(=O)c2ccccc2)cc1	-4.2	-0.2	2.4	-3.4	6.5	0.7	0.0	4.9	-0.1
O=C(CSc1nnc(CNC(=O)C23CC4CC(CC(C4)C2)C3)n1-c1ccccc1)Nc1ccccc1	-6.6	12.7	1.7	-4.0	5.7	3.4	-3.6	1.6	3.0
COc1cc([N+](=O)[O-])cc2sc(NC(=O)C3CC3)nc12	7.5	-4.4	1.0	7.5	0.2	34.0	-1.4	2.9	5.1
CCCc1nnc(NC(=O)CCC(=O)N2CCN(Cc3cc(Cl)ccc3OC)CC2)s1	1.3	-0.3	-1.1	-5.5	-1.0	1.9	4.0	2.9	-0.8
COc1ccc(C(N)=O)cc1N	0.3	1.0	-1.5	-5.2	2.4	-1.1	9.1	-0.1	5.1
COc1ccccc1Nc1nc(N)nc(CN2CCC(C)CC2)n1	5.3	1.5	-1.5	8.0	5.3	3.6	3.1	1.5	0.7
CCOc1cc(NC(=S)NCCCOC)c(OCC)cc1NC(=O)c1ccco1	6.7	2.2	1.2	-2.8	5.0	13.9	9.3	-0.8	1.1
C/C(=N\NC(=S)NCc1ccccc1)c1ccc2ccccc2c1	-4.5	-11.4	0.0	-16.9	5.2	12.6	11.2	-11.1	8.5
CCOc1ccc(NC(=O)COC(=O)C2(C)CC2(Cl)Cl)c([N+](=O)[O-])c1 (stereo unspecified)	11.0	1.9	3.5	0.0	6.1	0.1	-3.2	1.1	-1.4
